HCT116 bCat-KO: beta-catenin-lacking colon tumor cell growth suppression; HCT116 beta-catenin knockout viability, CellTiter-Glo, 60 h; stronger effect = lower value; viability, % at 10 µM; hit rate 1.5% among 140,000; AID 818;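 active = viability at or under a set limit, the compound median less 4 SD, cut at about 6% in these data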;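 also: 0% = Hyamine 1622 control at 20 µM and 100% = untreated cell control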
GALR2 antag: GALR2 (human) receptor antagonism; O43603; GALR2-expressing cells, antagonist mode; inhibition, % at 4 µM; hit rate 0.39% among 140,000; AID 828; in the data active = inhibition above about 27%;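 also: cells stimulated with galanin 1-16 at roughly its EC80; 0% = agonist challenge control and 100% = basal control without agonist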
Target sequence (O43603 whole entry, looked up): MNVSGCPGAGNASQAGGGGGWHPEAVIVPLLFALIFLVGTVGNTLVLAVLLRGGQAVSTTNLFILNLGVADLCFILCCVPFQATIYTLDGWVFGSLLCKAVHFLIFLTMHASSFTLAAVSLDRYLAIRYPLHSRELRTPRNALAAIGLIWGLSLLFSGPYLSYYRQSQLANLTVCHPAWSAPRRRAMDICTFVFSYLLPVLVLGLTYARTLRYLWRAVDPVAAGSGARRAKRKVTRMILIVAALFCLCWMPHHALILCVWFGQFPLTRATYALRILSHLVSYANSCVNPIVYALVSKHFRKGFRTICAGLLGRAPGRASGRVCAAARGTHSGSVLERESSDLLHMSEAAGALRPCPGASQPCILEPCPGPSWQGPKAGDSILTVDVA
Measles CPE: protection of cells from measles virus; hit rate 1.5% among 140,000; AID 841; protection (pct of control), % at 4 µM; Measles virus-infected cells, CPE protection, absorbance; in the data active = protection mostly above about 24%, no sharp cut-off; inactive = mostly below about 26%; also: some compounds called inactive have numbers as strong as hits
NPY-Y2 antag: blocks the human neuropeptide Y Y2 receptor. P49146. NPY-Y2 expressing cells, antagonist mode. inhibition, % at 2.7 µM. hit rate 0.99% among 140,000. AID 793; in the data active = inhibition above about 17%;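 also: 0% = vehicle with agonist challenge and 100% = reference antagonist with challenge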
Target sequence (P49146 whole entry, looked up): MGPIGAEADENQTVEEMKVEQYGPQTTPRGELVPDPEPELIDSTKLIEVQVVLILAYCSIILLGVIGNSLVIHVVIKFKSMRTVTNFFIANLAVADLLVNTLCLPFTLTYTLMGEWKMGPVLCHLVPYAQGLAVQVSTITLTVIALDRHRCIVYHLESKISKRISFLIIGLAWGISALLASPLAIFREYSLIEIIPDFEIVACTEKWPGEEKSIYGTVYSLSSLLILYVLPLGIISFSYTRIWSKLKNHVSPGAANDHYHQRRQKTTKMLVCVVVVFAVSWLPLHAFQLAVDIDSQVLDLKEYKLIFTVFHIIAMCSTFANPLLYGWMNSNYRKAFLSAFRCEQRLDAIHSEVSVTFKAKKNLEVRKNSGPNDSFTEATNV
MRP1 act: activates MRP-1; H69AR cells + doxorubicin, viability rescue, CellTiter-Glo; viability increase, % at 10 µM; hit rate 0.61% among 140,000; AID 799;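 active = viability gain under doxorubicin at or above a set limit, the compound median plus 3 SD, cut at about 4.7% in these data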;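 also: MRP-1 overexpressing cells given doxorubicin 25 µM after compound pretreatment; 18-22 h compound pretreatment then 72 h with doxorubicin before readout; 0% = doxorubicin-only wells and 100% = vehicle-treated cells without doxorubicin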
Yeast growth inh: yeast BB579 growth reduction in restrictive medium; S. cerevisiae BB579 growth, OD615, 48 h; inhibition, % at 10 µM; hit rate 0.51% among 140,000;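 active = inhibition above a set limit, 3 SD over the mean compound inhibition, cut at about 44% in these data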; also: inactives centre near -24
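System: DeaD yeast strain BB579; buffer or medium: CSMM-D dextrose restrictive medium; technique: OD at 615 nm; schedule: 4 h cell preincubation, 48 h compound exposure, 30 °C humidified; doses: single 10 µM dose; controls: amphotericin B 10 µg/mL, positive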
Yeast life ext: yeast lifespan extension. S. cerevisiae growth with nicotinamide, OD615; deaD strain in restrictive glucose medium. inhibition of the nicotinamide effect, % at 10 µM. hit rate 0.68% among 130,000;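 active = inhibition above a set limit, placed 3 SD over the median of all compounds, cut at about 26% in these data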;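 also: 0% = nicotinamide-treated wells and 100% = cells grown without nicotinamide; some compounds called inactive have numbers as strong as hits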
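Assay system: DeaD-strain S. cerevisiae. Medium: CSMM-D glucose medium, restrictive. Reagent: nicotinamide, 1.5 mM, co-present with compound. Compound: 10 µM single point, 0.25% DMSO. Schedule: culture preincubation 4 h, compound exposure 48 h, both 30 °C. Detection: absorbance at 615 nm.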
HCT116 PTEN-null: PTEN-deleted cell growth suppression; viability, % at 10 µM; hit rate 1.2% among 140,000; HCT116 PTEN-null viability, CellTiter-Glo, 60 h; stronger effect = lower value;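 active = viability at or below a set limit, 4 SD under the median of all tested compounds, cut at about 3.7% in these data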;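 also: PTEN knockout HCT116 line with beta catenin targeted HCT116 as companion control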
Phagocyt inh: macrophage phagocytosis inhibition; J774A.1 macrophage IgG-bead phagocytosis, imaging; inhibition, % at 5 µM; hit rate 0.07% among 110,000;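 active = inhibition above the mean of the plate negative controls plus 5 SD, cut at about 13% in these data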;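 also: phagocytic index as fraction of beads internalized from green versus red external bead signal; plate controls were DMSO negative control for no effect and cytochalasin-D positive control for full effect; some results beyond the cut were filed as inactive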
E-sel TNF inh: TNF alpha driven E-selectin expression inhibition. HUVEC TNFa-induced E-selectin immunofluorescence, high content. inhibition, % at 2 µM. hit rate 0.71% among 120,000;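 active = inhibition above the batch mean plus 3 SD, and confirmed as a hit on visual image review, cut at about 43% in these data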;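 also: 0% = TNF-stimulated DMSO wells and 100% = unstimulated control wells; not every result past the cut was called active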
* = called active by the depositor; x = no result given. An unsorted share of the library; 6.1% or so of the library scored in one or more.

SMILES	HCT116 bCat-KO	GALR2 antag	Measles CPE	NPY-Y2 antag	MRP1 act	Yeast growth inh	Yeast life ext	HCT116 PTEN-null	Phagocyt inh	E-sel TNF inh
Cc1ccccc1OCC1CN(CN2CCOCC2)C(=O)O1 (configuration not stated)	99	-10	2	-3	0.2	-60	-2	99	-1	12
O=C(COC(=O)c1cc(S(=O)(=O)N2CCOCC2)cs1)c1ccccc1	95	-10	51*	-1	0.6	-21	-15	113	-1	-1
O=C(CSc1nnc(-c2ccc(NS(=O)(=O)c3ccccc3)cc2)o1)NCC1CCCO1 (configuration not stated)	95	14	24	0	-1.7	-36	-10	99	0	-5
COC(=O)c1cn(C)c2ccc(S(=O)(=O)N3CCCCC3)cc2c1=O	90	4	4	2	-3.0	-1	-12	88	x	-36
O=S(=O)(NCC(c1cccnc1)N1CCN(c2ccccc2F)CC1)c1cccs1 (configuration not stated)	83	2	4	6	-2.3	-15	-9	94	0	-5
Cc1ccccc1Nc1nc(=O)c2cc([N+](=O)[O-])ccc2s1	92	5	6	5	-1.4	-38	-2	85	-13	1
CCOC(=O)Nc1cc(Br)c2c(c1)OCCO2	94	10	8	2	0.0	-50	-10	102	0	-8
O=C(NC(=S)N(Cc1ccccc1)c1ccccn1)C1CC1	89	5	7	2	1.2	-33	5	95	-2	-17
COc1ccc2cc(CN(CCCN3CCOCC3)Cc3nnnn3C3CCCCC3)c(=O)[nH]c2c1	103	0	3	-4	-1.1	-44	-6	96	0	-5
CCc1nnc(NC(=O)CSc2nc(-c3ccc(F)cc3)cc(-c3ccccc3)c2C#N)s1	76	-2	8	0	-4.0	-24	-5	84	-1	x
Cc1cc(C)c(CSc2ncc(-c3ccc([N+](=O)[O-])cc3)[nH]2)c(C)c1	63	18	5	3	4.0	-31	-30	30	x	-51
Cc1cccc2cc(C(c3nnnn3C(C)(C)C)N(Cc3ccco3)CC3CCCO3)c(=O)[nH]c12 (configuration not stated)	75	-6	16	2	-2.7	-14	-1	72	-1	-29
O=C(Cc1ncc(C(F)(F)F)cc1Cl)N1CCN(c2cccc(Cl)c2)CC1	78	-15	4	6	-3.0	-17	-4	82	1	4
O=C(CCC1CCCC1)N1CCC(N2CCN(c3ccccc3)CC2)CC1	77	4	32	6	-0.3	-41	1	x	1	x
CCn1c(CC(=O)Nc2ccc(C)c(Cl)c2)nnc1SCc1ccc(Cl)c(Cl)c1	104	0	3	1	-0.5	-1	-19	100	x	1
C=CCn1cccc(/C=C/C(=O)c2ccc(C(C)(C)C)cc2)c1=S	1.4*	-1	2	1	-4.8	-23	5	1.8*	-4	x
Cc1nn(Cc2ccccc2)c(C)c1NC(=O)CCC(=O)O	98	-3	2	3	0.7	-39	-8	106	-1	19
Clc1ccc(-c2cn3cccnc3n2)cc1	90	-10	18	3	0.7	-43	-14	82	-1	8
CCCn1c(C)cc(C(=O)COC(=O)c2ccc(Cl)c(S(=O)(=O)N3CCCC3)c2)c1C	94	-3	7	12	-0.9	-36	2	93	-1	-9
CCOC(=O)C1CCN(Cc2cn[nH]c2-c2ccccc2)CC1	90	7	30	2	-2.2	-18	-21	87	-1	2
O=C(O)CSc1nnc(-c2ccncc2)n1C1CCCCC1	104	5	4	0	-0.8	-33	0	115	-2	23
CNC(=O)CSc1nc2nc(C)cc(C)n2n1	101	-8	5	0	-2.9	-51	-7	101	0	10
CCOCCCN1CC(C(=O)NCCc2ccccc2)CC1=O (configuration not stated)	100	-2	6	-3	0.4	-39	-2	100	2	4
COc1ccc(NC(=O)CC(C)(C)C)c([N+](=O)[O-])c1	103	9	8	1	-0.5	-55	-6	113	0	49
O=C1NN(c2ccccc2)C(=O)C2C1C1C=CC2C12CC2 (configuration not stated)	88	-2	5	-2	-1.7	-6	-3	94	4	3
O=C1CC(Sc2nnc(-c3ccccc3)o2)C(=O)N1c1ccccc1 (configuration not stated)	97	-12	23	13	0.2	-70	-4	116	4	-3
CCc1nnc(NC(=O)CN2C(=O)c3ccccc3S2(=O)=O)s1	96	7	40*	4	-1.6	-21	-1	92	1	13
C(=C\c1ccccc1)/CSc1nnc(-c2cccnc2)o1	97	-7	5	7	-1.8	-34	-13	97	2	1
Cc1nn(C)c(C(=O)N/N=C/c2cccc3ccccc23)c1Cl	105	6	5	4	0.8	-59	-2	87	-2	11
CC1CCCN(CC(=O)Nc2cccc([N+](=O)[O-])c2)C1 (configuration not stated)	93	7	32*	4	-1.0	-6	6	97	x	x
O=C(/C(=C(\[O-])c1ccccc1)[n+]1ccc2ccccc2c1)c1ccc([N+](=O)[O-])cc1	91	8	15	0	-3.6	-24	1	92	4	x
CCOC(=O)c1c(C)[nH]c(C2=NNC(=Nc3ccc(OCC)cc3)SC2)c1C	55	-21	4	1	-4.6	-14	-5	44	-12	x
Cc1ccc(OCCCOc2cccc3cccnc23)cc1C	101	1	3	8	0.0	42	-31	85	x	-29
COc1cc(C)c(Cl)cc1S(=O)(=O)n1ccnc1C	84	2	35	5	-1.0	-13	-11	88	1	-1
S=C1NCCOCCOCCOCCOCCN1	91	8	6	5	-0.3	-42	-1	103	0	20
CCOC(=O)c1c(NC(=S)Nc2ccc(OC)cc2)sc2c1CCCCC2	90	-1	15	0	-2.8	-57	-3	98	-6	14
CN1CCN(Cc2nc3ccccc3c(=O)n2Cc2nc(-c3ccccc3F)cs2)CC1	61	15	6	4	-5.2	-31	2	63	-4	11
COc1ccc2[nH]c3c(N4CCC(O)(c5cccc(C(F)(F)F)c5)CC4)ncnc3c2c1	4.5*	-7	4	-1	-7.6	6	-30	5	0	-8
COc1cccc(-c2nnc3sc(-c4ccc(C)cc4)nn23)c1	50	-2	3	26*	-5.4	-11	-20	48	x	4
CCOC(=O)C1CCCN(C(=O)C2CCN(S(=O)(=O)c3cnc[nH]3)CC2)C1 (configuration not stated)	96	9	12	2	-1.3	-20	-1	106	-2	-26
CCCCCC(=O)N/N=C/c1ccc(N(C)C)cc1	94	-4	16	-2	-1.8	-23	-6	98	-7	x
O=C(O)CC/C(=C\c1ccc(Cl)c([N+](=O)[O-])c1)c1nc2ccccc2s1	96	-6	8	8	-2.6	-23	9	107	x	x
OCC[n+]1ccc(/C=C/c2c[nH]c3ccccc23)cc1	97	8	11	1	-1.9	-14	0	91	-6	14
CCSc1cc(C2C(C(=O)OC)=C(C)NC3=C2C(=O)CCC3)c(C)o1 (configuration not stated)	100	-7	3	2	-3.4	-21	-9	98	-2	-16
Cc1cc(/C=N/NC(=O)C(=O)N2CCCC2)c(C)n1-c1cccc(Br)c1	102	-2	15	-2	-2.8	-12	-26	96	3	-7
COc1ccc(C2=Nn3c(nnc3-c3ccccn3)SC2)cc1	56	10	7	4	-3.7	-39	-1	46	1	16
COc1cccc(NC(=O)CC2SC(=Nc3ccccc3)NC2=O)c1 (configuration not stated)	85	-7	3	-2	1.3	-20	-7	86	-1	4
COc1cc(S(=O)(=O)N2CCN(c3ccccc3)CC2)ccc1Cl	102	-2	2	-1	-1.3	-16	-5	107	-1	x
CCCOc1ccc2ccccc2c1/C=N/n1cnnc1	87	-5	7	4	-2.8	2	-12	94	-1	-10
Cc1cc(NC(=O)Cn2c(=O)n(Cc3ccccc3)c(=O)c3ccccc32)no1	99	3	7	1	-1.4	-26	-4	65	-1	9
COCc1cc(=O)n2[nH]c(-c3ccsc3-n3c(C)ccc3C)cc2n1	90	-18	6	1	-1.9	12	-3	90	x	6
COc1ccc(Br)cc1CNC(=O)CCc1nc(-c2ccccc2F)no1	81	-14	17	17	-2.8	-5	-5	81	0	-3
Cc1cc(C)cc(-n2c(C)cc(/C=C3\C(=N)N4N=C(CC(C)C)SC4=NC3=O)c2C)c1	90	1	8	7	4.7*	-32	1	89	-7	-12
O=C(CCCCCN1C(=O)CCC1=O)Nc1ccc2c(c1)OCCO2	98	-8	18	3	-1.8	3	-13	93	x	-20
COc1ccc(-c2nnc3sc(-c4cccs4)nn23)cc1OC	90	-12	3	5	1.7	-4	-18	86	-1	-13
COC(=O)c1ccccc1NS(=O)(=O)c1ccc(F)cc1	91	1	5	3	-2.1	-22	-8	91	x	-12
O=C(NC1CCCCC1)C(c1ccc2ncccc2c1)N(Cc1ccc2c(c1)OCO2)C(=O)c1cccs1 (configuration not stated)	67	3	6	24*	-2.6	-10	-4	77	x	15
Cc1ccc(S(=O)(=O)NC(=O)COc2ccccc2C(N)=O)cc1	95	-2	8	-1	-0.5	11	-6	99	2	6
Cc1ccc(NC(=O)C2CCCN(S(=O)(=O)c3c(C)noc3C)C2)nc1 (configuration not stated)	93	12	2	3	-2.0	-33	5	84	-2	65*
Cc1nc(NC(=O)c2ccc(Cl)cc2)sc1-c1csc(Nc2cccc(F)c2)n1	65	12	0	-1	-3.9	-39	-19	43	x	3
The list goes on.
SMILES	HCT116 bCat-KO	GALR2 antag	Measles CPE	NPY-Y2 antag	MRP1 act	Yeast growth inh	Yeast life ext	HCT116 PTEN-null	Phagocyt inh	E-sel TNF inh
COc1ccc(NS(=O)(=O)c2cc(NC(=O)/C=C/c3cccs3)ccc2N2CCOCC2)cc1	75	-9	14	7	2.2	-13	-2	69	-7	x
Cc1cccc(C)c1N(CC(=O)Nc1cccc(N(C)S(C)(=O)=O)c1)S(C)(=O)=O	94	3	31	0	0.5	-50	-2	102	1	-9
O=C(O)c1ccc(-n2c(-c3ccccc3)n[nH]c2=S)cc1	92	0	2	-1	-0.4	-37	-5	91	2	32
N#C/C(=C\c1ccc(-c2cccc(C(F)(F)F)c2)o1)C(=O)Nn1cnnc1	94	6	10	5	-0.4	18	1	95	0	0
CCCC(c1nnnn1C1CCCC1)N1CCN(c2ccccc2F)CC1 (configuration not stated)	75	-8	2	18*	-0.2	-22	1	71	2	x
COc1ccc(C2(C(=O)NCCCN(C)C)CCOCC2)cc1	90	9	21	0	-0.5	-7	-4	113	0	x
Cc1c(NC(=S)NC(NC(=O)C(C)C)C(Cl)(Cl)Cl)c(=O)n(-c2ccccc2)n1C (configuration not stated)	91	-3	13	1	-0.3	-25	0	94	x	-21
CCOC(=O)c1cc(NC(=O)c2cccnc2)cc(C(=O)OCC)c1	103	0	12	0	-2.2	-48	-6	99	-1	-12
CSc1nc2ccccc2s1	92	-5	11	-3	-1.6	-25	-5	95	x	x
COc1ccc(C(=O)NCC(C)CN(C)C)cc1 (configuration not stated)	112	6	17	1	0.6	-64	0	107	-2	-11
CCn1c(C)nc2cc(S(=O)(=O)N3CCCC3)ccc21	93	-8	22	-1	-0.7	-26	-1	x	0	x
CCOC(=O)C(=CNc1cc(C)ccc1C)C(=O)OCC	83	-5	19	1	-1.0	-24	-8	90	0	-22
O=C(CN(c1ccccc1F)S(=O)(=O)c1ccccc1)N1CCCCCC1	91	-20	22	-2	-2.9	35	-8	98	x	-8
